Imprint erasure – inducers of genomic imprint erasure in mouse ES cells | mouse ES Peg3-LacZ reporter, beta-gal luminescence, 40 h | Potency, µM (series often up to 60.7 µM), inactives show top-dose activity change, positive = activation, most hits filed as activators | 110,000 tested, 0.02% active | AID 1948;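 note: 0% = negative control wells on the plate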
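Imprint erasure is scored as LacZ activity from the silenced maternal Peg3 allele in feeder-free female ES cells cultured 40 h with LIF. Luminescence is normalized to in-plate negative controls and fitted to the Hill equation.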
p53ts 32C tox – cytotoxicity in p53ts cells at permissive temperature | H1299-p53A138V at 32C, ATP luminescence viability, 24 h | 130,000 tested, 0.93% active | Potency, µM (series often up to 46.1 µM), without a hit: at the top dose activity change, negative = cytotoxicity, actives largely listed as cytotoxic;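 note: 0% = DMSO and -100% = full killing by reference compound; nearly all actives have a fitted effect of over 55% in size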
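ATP-content luminescence (ATPlite) read-out after 24 h compound exposure at 32C in H1299-p53A138V cells (600/well). Tested up to 46 uM. Normalized to DMSO (0%) and 100 uM tamoxifen (100% killing); Hill-fit AC50.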
p53ts 39C tox – cytotoxicity in p53ts cells at nonpermissive temperature; H1299-p53A138V viability at 39C, ATP luminescence, 24 h; Potency, µM (top dose mostly 46.1 µM), for the others: at the highest dose activity change, negative = cell killing, actives largely listed as cytotoxic; 130,000 tested, 1.5% active; note: nearly all actives have a fitted effect of over 55% in size
IkB signaling – IkB pathway inhibition in ABC-DLBCL cells. ABC-DLBCL IkBa-CBG/CBR dual luciferase ratio, 4 h; response scale: scaled: untreated 0%, proteasome inhibitor 100%. 110,000 tested, 0.04% active. AID 445. Potency, µM (highest dose often 57.1 µM), for inactives: top-dose IkBa stabilization activation; active = well fitted curve in the direction sought with a large enough effect in the signal ratio, not every such curve was filed as active; inconclusive = small, poorly fitted or top-dose-only effect, or a change in a side signal; the % refers to the signal ratio;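 note: the direction sought is a rising ratio; 0% = basal untreated cells and 100% = reference inhibitor full response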
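In this assay, an IκBα–CBG68 fusion accumulates when IKK-driven degradation is blocked; native CBR normalizes for cell number. OCI-Ly3 cells were treated 4 h with compound and doxycycline, then green and red light read after Chroma-Glo addition.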
* = called active by the depositor; u = inconclusive; x = no result given; [ ] = dose if it differs, or a comment. Unless noted, calls come from the whole dose curve; as a rule, active = well fitted curve in the direction sought with a large enough effect; inconclusive = small, poorly fitted or top-dose-only effect, or another doubt; inactive = no such curve, though single readings can be large; an effect the other way counts as inactive or inconclusive. Unless noted, % is set by controls: 0 for no effect and ±100 for the full control effect; potency is the fitted concentration of half-maximal effect.

entry	Compound	p53ts 32C tox	IkB signaling	p53ts 39C tox	Imprint erasure
1	CN(C)c1ccc(N=Nc2cccc3ccoc23)cc1	-16%[9.22 µM]	19%[11.4 µM]	-10%[9.22 µM]	-18%[10.9 µM]
2	Cc1ccc2oc(C(=O)NCc3ccc4c(c3)OCO4)c(C)c2c1	u	-3.1%	0%	-16%
3	CCOc1ccc(C(C)C)cc1S(=O)(=O)Nc1ccc(Cl)cn1	1%	-0.1%	7%	-1%
4	Cc1cccc(Nc2cc(C)nc(-n3nc(C)cc3C)n2)c1	7%	-1.1%	2%	-10%[10.9 µM]
5	COc1cccc(Nc2ccc3cc(S(=O)(=O)N4CCC(C)CC4)ccc3n2)c1	35%[activator]	0.2%	-21%	-10%[10.9 µM]
6	COc1ccc(-n2c(Cc3cccn3C)nnc2SCC(=O)Nc2ccc(Cl)cc2)cc1	10%	u	27%	-26%
7	COc1ccc(S(=O)(=O)N(C)CC(=O)Nc2ccccc2OC)cc1C	3%	-1.8%	0%	-15%
8	CCOC(=O)c1c(-c2ccccc2)oc2ccc(NS(=O)(=O)c3ccc(C)cc3C)cc12	26%	u	-27%	-8%[10.9 µM]
9	CCN(CC)C(=O)C1CCN(S(=O)(=O)c2ccc3oc4ccccc4c3c2)CC1	-2%	x	-17%	x
10	O=C1CC(c2ccc(F)cc2)c2c(n3c(nc4ccccc43)[nH]c2=O)N1 (stereo not drawn)	6%	-2.1%	23%	-18%[10.9 µM]
11	CN1C(=O)c2ccccc2Sc2ccc(NC(=O)NCc3cccc(Cl)c3)cc21	5%	u	45%[activator]	9%[10.9 µM]
12	O=C(c1ccccc1)N1CCC(c2nc3ccccc3o2)CC1	-3%	0.5%	15%	9%[10.9 µM]
13	Cc1nc2ccccc2c(=O)n1NC(=O)COc1ccccc1	2%	4.0%	7%	3%
14	CCOC(=O)C1CCCN(C(=O)Cc2c(C(=O)O)[nH]c3ccccc23)C1 (stereo not drawn)	-6%	0.9%	-6%	-3%
15	CC(=O)Nc1ccc(NC(=O)c2oc3cc(C)c(C)cc3c2C)cc1	-10%	0.3%	5%	6%
16	CCN(CC)C(=O)CSc1nc2ncccc2[nH]1	4%	1.7%	2%	-7%
17	Cc1c(NC(=O)c2cnn3cccnc23)c(=O)n(-c2ccccc2)n1C	8%	1.1%	8%	4%
18	CCc1cccc(NS(=O)(=O)c2ccc(-n3cccn3)cc2)c1	7%	u	-10%	-7%[10.9 µM]
19	Cc1cc2n(n1)C(c1ccsc1)Nc1ccccc1-2 (stereo not drawn)	-3%	-0.1%	-19%	-12%
20	c1cncc(CNc2ncn[nH]2)c1	0%[9.22 µM]	1.0%[11.4 µM]	8%[9.22 µM]	-9%[10.9 µM]
21	Cc1nnc(NCCN2CCOCC2)[nH]c1=O	2%	0.3%	6%	6%
22	CCOC(=O)c1c(C)[nH]c(C(=O)OCC(=O)N2c3ccccc3CC2C)c1C (stereo not drawn)	12%	u	-8%	-8%
23	O=C(NCCc1nc2ccccc2n1Cc1ccccc1)c1ccco1	7%	-0.8%	15%	9%[10.9 µM]
24	CCCCOc1ccc(/C=c2\sc3ncnn3c2=O)cc1	-4%	0.0%	17%	-2%
25	COc1cc(Cl)c(S(=O)(=O)NCCCN2CCOCC2)cc1Cl	-3%	2.4%	1%	10%
26	Cc1ccc(C2=NN(CC(=O)NC(C)c3ccccc3)C(=O)CC2)cc1 (stereo not drawn)	-2%	0.1%	-27%	13%[10.9 µM]
27	Cc1cccc(NC(=O)CSc2nc3c(oc4ccccc43)c(=O)n2-c2ccccc2)c1C	16%	u	0%	u
28	CS(=O)(=O)N1CCCC(C(=O)NCc2ccc(F)cc2Cl)C1 (stereo not drawn)	1%	-0.6%	5%	-1%
29	CCCN(CCC)CCCNC(=O)Cn1ncn2c(cc3sc(CC)cc32)c1=O	-11%	0.6%	-13%	-6%[10.9 µM]
30	COc1ccc(C(=O)Nc2cc(OC)cc(OC)c2)cc1	13µM*	u	u	-85%[inhibitor]
31	O=C(Cn1c(=O)oc2cc(S(=O)(=O)N3CCCCCC3)ccc21)Nc1cccc(C(F)(F)F)c1	-20%	u	-3%	-21%[10.9 µM]
32	O=C(O)/C=C(/C(=O)O)[C@]12CCN3CC4=CCO[C@@H]5CC(=O)N[C@@H]1[C@H]5[C@H]4C[C@H]32	-3%[9.22 µM]	1.8%[11.4 µM]	9%[9.22 µM]	x
33	COc1ccccc1N1CCN(CC(O)c2ccc3cc[nH]c3c2)CC1 (stereo not drawn)	1%	4.7%	-8%	-5%
34	COc1ccc2c(c1)-c1ccccc1S(=O)(=O)N2C(C)=O	1%	1.3%	21%	-4%
35	O=C(O)C1(O)C[C@H](O)C(O)[C@@H](O)C1 (stereo partly drawn)	-1%	x	-6%	-6%
36	CC(C)CCOc1ccc(C(=O)O)cc1	4%	0.3%	-6%	-61%[inhibitor]
37	COC(=O)C1CCCN1C(=O)C1CCCN1C(=O)CNC(=O)OCc1ccccc1 (stereo not drawn)	8%	-0.8%	13%	-3%
38	COC(=O)CN(c1c(C)cccc1C)S(C)(=O)=O	3%	-5.2%	3%	-12%
39	FC(F)(F)c1ccccc1Cl	0%[1.84 µM]	3.1%	-22%	-1%
40	O=C(CSc1nnnn1-c1ccc2c(c1)OCO2)NCc1ccccc1	14%	-2.5%	0%	-20%
41	O=C(Nc1ccc(O)c(-c2nc3ccccc3o2)c1)c1ccco1	-4%	-1.2%	6%	-5%[10.9 µM]
42	CC(=O)NCCn1c(SCC(=O)Nc2ccc(C)cc2)nc2ccccc2c1=O	2%	-4.3%	-9%	13%[10.9 µM]
43	CC(=O)Nc1ccc(S(=O)(=O)N2CCCCC2c2cccnc2)cc1 (stereo not drawn)	7%	1.4%	11%	-8%
44	O=C(Nc1nnc(-c2cc(Cl)ccc2Cl)o1)c1ccc2c(c1)OCCO2	-8%	5.3%	-14%	29%[10.9 µM]
45	O=C(CNC(=O)c1ccccc1)OCc1cc(=O)n2nc(C3CCCCC3)sc2n1	-1%	3.9%	14%	-8%[10.9 µM]
46	CCOc1ccccc1NC(=O)NCc1noc2ccc(C)cc12	-5%	u	-12%	-14%[10.9 µM]
47	COc1ccc(Cl)cc1NC(=O)CSc1nccn1-c1ccc(Cl)cc1	-2%	u	-34%	-12%[10.9 µM]
48	Cc1ccc2nc(-c3ccccn3)oc2c1	3.2µM*	1.3%	5µM*	-91%[inhibitor]
49	Cc1ccc(CCNC(=O)CCn2nc(-c3ccccc3)ccc2=O)cc1	7%	-0.1%	-18%	-18%[10.9 µM]
50	CC(C)c1ccc(C(C(=O)NC(C)(C)C)N(C(=O)CNC(=O)c2ccco2)c2cccnc2)cc1 (stereo not drawn)	-6%	x	3%	x

Other compounds:
entry	Compound	p53ts 32C tox	IkB signaling	p53ts 39C tox	Imprint erasure
51	COc1cccc(CNC(=O)c2ccc3c(c2)N(Cc2ccc(F)cc2Cl)C(=O)c2ccccc2S3)c1	6%	u	-3%	-13%[10.9 µM]
52	COCC(=O)Nc1ccccc1NC(C)=O	13%	0.1%	3%	-6%
53	O=C1CC(C(=O)Nc2ccccc2)N=C(N2CCCCC2)N1 (stereo not drawn)	13%	-2.7%	4%	-11%
54	C(=N\n1cnnc1)/c1ccc(N2CCOCC2)cc1	u	-2.9%	-13%	-8%
55	Cn1c(CSCc2ccccc2)nnc1SCC(=O)Nc1nccs1	6%	x	22%	x
56	COc1ccc(C2=C(C)C(=O)N(Cc3ccc(C(=O)Nc4cccc(F)c4)cc3)S2(=O)=O)cc1	4%	1.7%	-20%	-6%[10.9 µM]
57	Cn1cc(S(=O)(=O)N2CCCCCC2)cc1C(=O)N1CCN(c2ccc(F)cc2)CC1	-4%	u	-9%	-10%[10.9 µM]
58	O=C(C1CC2CCC1C2)N1CCN(Cc2ccc3c(c2)OCO3)CC1 (stereo not drawn)	-7%	0.3%	-4%	-17%
59	COc1ccc(OC)c(NC(=O)c2cnc(N3CCCCC3)c3ccccc23)c1	2%	0.5%	-23%	-10%[10.9 µM]
60	Cc1ccccc1C(=O)N1CCC(c2nc3ccccc3s2)CC1	-7%	u	11%	-10%[10.9 µM]
61	Cc1nn(C(=O)C(C)N2C(=O)c3ccccc3C2=O)c(C)c1Br (stereo not drawn)	42%[activator]	-0.6%	-20%	-14%
62	COc1cccc(Oc2ccc(N)cc2)c1	0%	2.2%	-9%	-8%
63	O=S(=O)(Nc1cccc(C(F)(F)F)c1)c1cnc[nH]1	-4%	0.7%	-2%	17%
64	Cc1ccc(CSCCNC(=O)C2CCN(S(=O)(=O)Cc3ccccc3)CC2)cc1	2%	-1.2%	5%	-7%[10.9 µM]
65	CCC(CC)C(=O)Nc1cccc(C(=O)Nc2ccc3c(c2)OCO3)c1	-3%	2.5%	11%	-21%
66	Cn1c(C(=O)NCCCN2CCN(c3ccccc3F)CC2)cc2c(=O)n(C)c3ccccc3c21	u	4.4%	u	-36%[inhibitor]
67	Cc1ccc(CNC(=O)CC2Oc3ccc(Cl)cc3NC2=O)cc1 (stereo not drawn)	4%	0.8%	18%	-3%[10.9 µM]
68	COc1ccc(CC(=O)N2CCCc3ccccc32)cc1OC	5%	-1.0%	7%	-17%
69	Cc1cc(Nc2sc(C(=O)c3ccc(F)cc3)c(N)c2C(=O)Nc2ccc(F)cc2)ccc1Cl	-25%	-1.0%	-16%	-18%[10.9 µM]
70	COc1cc(NC(=O)c2c3c(nc4ccccc24)C(=O)N(C2CCCCC2)C3)cc(OC)c1	6%	u	-17%	18%[10.9 µM]

Copied from above: entries 60–70
entry	Compound	p53ts 32C tox	IkB signaling	p53ts 39C tox	Imprint erasure
60	Cc1ccccc1C(=O)N1CCC(c2nc3ccccc3s2)CC1	-7%	u	11%	-10%[10.9 µM]
61	Cc1nn(C(=O)C(C)N2C(=O)c3ccccc3C2=O)c(C)c1Br (stereo not drawn)	42%[activator]	-0.6%	-20%	-14%
62	COc1cccc(Oc2ccc(N)cc2)c1	0%	2.2%	-9%	-8%
63	O=S(=O)(Nc1cccc(C(F)(F)F)c1)c1cnc[nH]1	-4%	0.7%	-2%	17%
64	Cc1ccc(CSCCNC(=O)C2CCN(S(=O)(=O)Cc3ccccc3)CC2)cc1	2%	-1.2%	5%	-7%[10.9 µM]
65	CCC(CC)C(=O)Nc1cccc(C(=O)Nc2ccc3c(c2)OCO3)c1	-3%	2.5%	11%	-21%
66	Cn1c(C(=O)NCCCN2CCN(c3ccccc3F)CC2)cc2c(=O)n(C)c3ccccc3c21	u	4.4%	u	-36%[inhibitor]
67	Cc1ccc(CNC(=O)CC2Oc3ccc(Cl)cc3NC2=O)cc1 (stereo not drawn)	4%	0.8%	18%	-3%[10.9 µM]
68	COc1ccc(CC(=O)N2CCCc3ccccc32)cc1OC	5%	-1.0%	7%	-17%
69	Cc1cc(Nc2sc(C(=O)c3ccc(F)cc3)c(N)c2C(=O)Nc2ccc(F)cc2)ccc1Cl	-25%	-1.0%	-16%	-18%[10.9 µM]
70	COc1cc(NC(=O)c2c3c(nc4ccccc24)C(=O)N(C2CCCCC2)C3)cc(OC)c1	6%	u	-17%	18%[10.9 µM]

Continued:
entry	Compound	p53ts 32C tox	IkB signaling	p53ts 39C tox	Imprint erasure
71	CC(=O)Nc1cc(C(F)(F)F)ccc1N1CCOCC1	-1%	0.9%	-7%	-4%
72	Cc1ccc(N(CC(=O)N2CCN(c3ccc(F)cc3)CC2)S(=O)(=O)c2c(C)noc2C)cc1	-3%	u	-3%	17%[10.9 µM]
73	CCOC(=O)CSc1nccc(N(C)C)c1C#N	3%	-1.7%	1%	3%
74	O=C(CN1C(=O)COc2ccc(Cl)cc21)Nc1cccc(F)c1	15%	-0.8%	18%	-11%[10.9 µM]
75	COC(=O)c1cc(Br)c(=O)n(CCC2=CCCCC2)c1	4%	2.7%	9%	0%
76	CCn1cnc2sc(-c3ccccc3)cc2c1=O	-26%	18%	-27%	-50%[inhibitor]
77	CCCCOc1ccc(C(=O)N2CCC(c3nc4ccccc4o3)CC2)cc1	-1%	u	-1%	-2%[10.9 µM]
78	COc1ccc(Oc2ncc3ncc(=O)n(CCC#N)c3n2)cc1	0%	1.6%[11.4 µM]	-3%	x
79	Cc1ccc2nc(COc3ccccc3NC(=O)c3ccc(F)cc3)cc(=O)n2c1	-3%	-0.6%	-13%	-2%[10.9 µM]

Assay outcomes from PubChem BioAssay.

An unsorted share of the library, and some 1.8% of all compounds hit somewhere here.
